Source: PubChem
N370S GC mod = qHTS Assay for Inhibitors and Activators of N370S glucocerebrosidase as a Potential Chaperone Treatment of Gaucher Disease. Lysosomal acid glucosylceramidase (Homo sapiens), P04062. N370S GC spleen homogenate, 4MU-glucoside fluorescence. Potency, µM (titrated, usually from 59.4 µM), inactives show top-dose activity change, negative = inhibition, actives largely listed as inhibitors. 0.092% of 330,000 active. AID 2101, 2009;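 also: 0% = full enzyme activity and -100% = no enzyme basal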
TDP1 block = qHTS Assay for Inhibitors of Tyrosyl-DNA Phosphodiesterase (TDP1) | Tyrosyl-DNA phosphodiesterase 1 (Homo sapiens), Q9NUW8 | recombinant TDP1, AlphaScreen DNA substrate cleavage | Potency, µM (titrated, usually from 130 µM), without a hit: at the highest dose activity change, negative = inhibition, actives largely listed as inhibitors | 0.28% of 350,000 active | AID 485290, 2010; also: nearly all actives have a fitted effect of over 40% in size
Target sequence (Q9NUW8 whole entry, looked up): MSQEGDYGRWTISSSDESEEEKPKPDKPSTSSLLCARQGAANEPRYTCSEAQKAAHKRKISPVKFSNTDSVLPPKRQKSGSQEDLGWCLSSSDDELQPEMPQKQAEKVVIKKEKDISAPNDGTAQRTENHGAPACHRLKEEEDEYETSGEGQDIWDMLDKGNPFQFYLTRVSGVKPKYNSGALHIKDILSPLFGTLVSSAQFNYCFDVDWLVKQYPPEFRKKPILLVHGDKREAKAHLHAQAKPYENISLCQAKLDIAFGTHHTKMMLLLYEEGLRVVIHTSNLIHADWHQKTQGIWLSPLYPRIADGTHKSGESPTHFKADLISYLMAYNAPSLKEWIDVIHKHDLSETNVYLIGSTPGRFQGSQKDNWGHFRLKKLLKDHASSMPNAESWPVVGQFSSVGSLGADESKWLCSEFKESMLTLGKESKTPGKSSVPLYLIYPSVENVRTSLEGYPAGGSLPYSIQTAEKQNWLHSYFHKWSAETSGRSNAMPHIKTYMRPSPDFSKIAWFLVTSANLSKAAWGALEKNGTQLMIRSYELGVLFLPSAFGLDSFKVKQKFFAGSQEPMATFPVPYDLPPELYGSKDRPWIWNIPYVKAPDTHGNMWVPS
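Signal: AlphaScreen proximity between streptavidin donor and anti-FITC acceptor beads on intact substrate. Reaction: Tdp1 1 nM, substrate 15 nM final, 5 min RT after 15 min compound preincubation.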
DT40 TDP1 no CPT = qHTS for Inhibitors of human tyrosyl-DNA phosphodiesterase 1 (TDP1): qHTS in cells in absence of CPT; DT40 Tdp1-/- hTDP1 cells, no CPT, ATP luminescence, 48 h; Potency, µM (series often up to 46.2 µM), without a hit: at the top dose activity change, negative = growth inhibition, most hits filed as inhibitors; 15% of 420,000 active; AID 686978, 2013; also: nearly all actives have a fitted effect of over 55% in size
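Seeded 400 DT40-hTDP1 cells/well (vehicle DMSO, no 20 nM CPT); pinned compounds; ≥48 hr at 37 °C; CellTiter-Glo luminescence as viability measure.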
* marks the source's active call; other numbers are inactive results; ? = inconclusive; . = not tested or not shown; & = joins results of further samples; [ ] = dose if it differs, or a comment. Calls follow the shape of the dose curve; as a rule, active = well fitted curve in the direction sought with a large enough effect; inconclusive = small, poorly fitted or top-dose-only effect, or another doubt; inactive = no such curve, though single readings can be large; an effect the other way counts as inactive or inconclusive. Unless noted, % is scaled to controls: 0 for no effect and ±100 for the full control effect; potency is read from the fitted curve at half-maximal effect. A portion of the library (hit frequency here may not be typical).

SMILES	N370S GC mod	TDP1 block	DT40 TDP1 no CPT
CC1CCN(C(=O)C(C)NCc2ccc(F)cc2)CC1 (configuration not stated)	-8.2%	.	20.6µM*
COc1ccc(OCCC(=O)OCC(=O)NCc2ccccc2)cc1	6.6%	3.2%	-4.0%
COc1ccc(-c2c(C)nn3c(N)c(-c4ccccc4)cnc23)cc1OC	-0.1%	.	6.51µM*
CCC(C(=O)Nc1ccc(C(=O)N2CCCC2)cc1)c1ccccc1 (configuration not stated)	4.5%	-4.9%	?
C=CCOc1ccc(/C=C/C(=O)OCC(=O)NCC(=O)Nc2c(C)cc(C)cc2C)cc1	-11.3%	-4.9%	-11.8%
O=C(OCCN1CCOCC1)c1cccc(F)c1	3.4%	.	2.4%
COC(=O)c1cccc(NC(=O)Cc2ccsc2)c1	-0.4%	.	7.1%
CN(C)CCNc1c2c(c(C#N)c3nc4ccccc4n13)CCCC2	28.3%	0.9%	-26.5%
CS(=O)(=O)c1ccc(N2CCN(C3CC(=O)NC3=O)CC2)cc1 (configuration not stated)	-10.9%	1.1%	-0.5%
Cn1c(=O)c2c(nc(N3CCCCC3)n2C)n(C)c1=O	21.5%	3.1%	6.7%
CCc1ccc2oc(=O)cc(CN3CCN(CCO)CC3)c2c1	0.6%	-1.9%	2.9%
COC(=O)c1sccc1NC(=O)Nc1ccc(C)cc1C	-3.0%	1.2%[56.1 µM]	16.4%
Cc1ccc(CN(C)Cc2cc(=O)oc3cc(C)c(Cl)cc23)cc1	2.5%	.	0.6%
CCC(=O)N1CCc2cc(S(=O)(=O)CCC(=O)N3CCN(c4cccc(C)c4C)CC3)ccc21	.	2.3%	-14.2%
CSC(SC)=C(C#N)C(=O)c1ccccc1	0.4%	5.7%	2.59µM*
Cc1ccc(-c2csc(NC(=O)c3ccccc3Cl)c2C(=O)O)cc1	2.4%	.	-10.8%
O=C(NCc1cccnc1)c1ccc(NC(=O)c2cccc([N+](=O)[O-])c2)cc1	-6.4%	3.7%	-82.3%
O=C(CNS(=O)(=O)c1ccccc1)NCC(=O)N1CCCCC1	-35.9%	0.9%	-2.5%
O=C(CNC(=O)C12CC3CC(CC(C3)C1)C2)N/N=C\c1ccccn1	5.0%	-0.6%	-16.4%
CN1CCN(S(=O)(=O)c2ccc(-c3ccc(Cl)cc3)cc2)CC1	5.5%	-1.1%	?
C=COCC1CN2C(CCC(C)C2c2ccc(Br)cc2)C(=O)O1 (configuration not stated)	13.9%&0.0%[12.8 µM]	1.6%&2.6%[21 µM]	.
C=CCN(CC=C)C(=S)NC(=O)c1ccc(OC)c(Br)c1	2.6%	5.9%	5.8µM*
COc1ccc(S(=O)(=O)NCc2nc3nc(C)cc(C)n3n2)cc1OC	-2.9%	0.0%	5.2%&-3.1%
CC1=C(C(=O)OCc2ccccc2)C(c2ccc(N3CCOCC3)cc2)NC(=O)N1 (configuration not stated)	-6.8%	5.1%	-24.6%
CC(=O)c1c(C)nc(Nc2nc(C)c3cc(C)ccc3n2)nc1C	-20.5%	-1.2%	15.0%
Nc1c(C(=O)NCc2cccs2)nnn1CC(=O)Nc1cccc(F)c1	.	2.3%	-7.0%
CCN(CCCNC(=O)C1CCN(C(=O)c2cc3sccc3n2C)CC1)Cc1ccccc1	-8.3%	1.9%	3.8%
CC(C)c1ccc(-c2nc3c([nH]2)c(=O)n(C)c(=O)n3C)cc1	1.5%	3.3%	3.8%
O=C(COc1ccc(NS(=O)(=O)c2ccc(F)cc2)cc1)N1CCOCC1	3.7%	3.6%	-20.5%
Cc1ccc(NC(=O)Cn2c(=O)ccc3cc(S(=O)(=O)N4CCCC4)ccc32)cc1N(C)C	.	12.1%	?
COc1ccc(-c2nc(-c3cccc(C(F)(F)F)c3)no2)cc1OC	16.7%	1.0%	?
NS(=O)(=O)c1ccc(CCNc2nc(C(F)(F)F)nc3ccccc23)cc1	-4.2%	12.2%	?
Cc1cccc(CSc2nc3ccncc3n2CC(=O)Nc2cc(C)cc(C)c2)c1	-27.1%	2.6%	?
O=C(NCc1ccccc1)Nc1cccn(Cc2ccccc2Cl)c1=O	23.6%	4.7%	?
Cc1ccc(S(=O)(=O)N2CCN(S(=O)(=O)c3ccc(C)cc3)C2)cc1	27.2%	3.8%	-19.6%
COc1ccc(CCN(C)C2CCCN(C(=O)c3ccnn3C)C2)cc1OC (configuration not stated)	1.8%	2.0%	4.0%
Cc1cc(N2CCC(C)CC2)nc2ccc(NC(=O)CCC(=O)N3CCN(c4ccccc4F)CC3)cc12	.	0.0%	14.6µM*
CC12CCC(C(=O)N(c3ccc(Cl)cc3)C1=O)C2(C)C (configuration not stated)	-4.5%	0.0%	-26.6%
CCCCCn1c(N)c(C#N)c2nc3ccccc3nc21	29.8%	4.2%	?
O=C(NCc1ccccc1)C1(C(F)(F)F)C/C(=C/CCO)CCCO1 (configuration not stated)	-14.4%	9.7%	6.6%
COC(=O)c1sc(NC(=O)c2oc3ccccc3c2C)nc1C	-18.5%	4.4%	3.66µM*
O=C1CCCCC1C(=O)c1ccccc1 (configuration not stated)	-12.3%	2.4%	0.2%
O=C(O)Cn1nc(C(F)(F)F)c2c1CCCCC2	-2.4%	-1.0%	4.3%
O=C(CC(=O)c1ccccc1)Nc1ccccn1	1.5%	5.1%	2.1%
CC(C(=O)NCc1ccc2c(c1)OCO2)N1c2cccc3cccc(c23)S1(=O)=O (configuration not stated)	14.6%	-2.0%	-26.1%
O=C(CN1CCN(c2ccccc2O)CC1)Nc1ccccc1C(=O)NCCc1ccccc1	.	-3.0%[56.1 µM]	16.4µM*
O=C(NC(=S)N1CCCCC1)c1cccs1	-8.3%	0.0%	14.6µM*
Cc1cc(C)c(NC(=O)CCN2C(=O)c3ccccc3Sc3ncccc32)c(C)c1	.	-5.1%	20.6µM*
COC(=O)c1ccc(N2CCOCC2)c(NC(=O)Nc2cccc(OC)c2)c1	-0.7%	2.6%	-15.5%
CCOC(CNC(=O)c1ccc(CNC(=O)c2ccc(OC)c(OC)c2)cc1)OCC	15.7%	-2.5%	-8.5%
COc1nc(C)nc(NC(=O)NS(=O)(=O)c2ccc(C)cc2)n1	-5.6%	-3.6%	-1.5%
CCOC(=O)c1nnc2cc(-c3ccc(Br)cc3)nn2c1C	-10.1%	9.1%	-11.3%
CC(C)CNS(=O)(=O)c1ccc(OCC(=O)NCC2CCCO2)c(Cl)c1 (configuration not stated)	1.3%	-2.2%	-12.9%
CCCCC(=O)Nc1ccc(NC(=O)c2ccccc2OC)cn1	-0.7%	-2.1%	?
Clc1ccc(N2CCN(c3ncnc4c3cnn4-c3ccccc3)CC2)cc1Cl	.	-5.4%	?
CC(=O)N1CCc2cc(S(=O)(=O)CCC(=O)NCc3ccc(Cl)cc3)ccc21	-12.7%	2.8%&-5.0%	20.6µM*
CCN(CC(=O)NC1CCS(=O)(=O)C1)S(=O)(=O)c1cc([N+](=O)[O-])ccc1C (configuration not stated)	-5.7%	0.8%	13.7%
Cc1ccc2[nH]c(=O)c(CN(Cc3cccnc3)C(=O)c3ccncc3)cc2c1	3.9%	-7.4%	20.6µM*
CN1CCC(=O)N([C@H](CN=[N+]=[N-])Cc2ccccc2)CC1	1.3%	.	-5.8%&-5.8%
Cn1ccnc1SCC(=O)NC1CC1	5.6%	3.9%	4.5%
(list continues)
SMILES	N370S GC mod	TDP1 block	DT40 TDP1 no CPT
Cc1cccc(CCNc2nc3ccccc3n3nnnc23)c1	5.4%	2.0%	-29.9%
COC(=O)/C(=C\Nc1ccc(Cl)cc1Cl)NC(=O)c1ccc(OC)cc1	9.9%	5.6%	4.11µM*
NS(=O)(=O)c1ccc(CNC(=O)C23CC4CC(CC(C4)C2)C3)cc1	8.0%	-3.0%	6.5%
c1ccc2c(NCCN3CCOCC3)nc(-c3ccoc3)nc2c1	-7.0%	.	-5.3%
O=C(CCC(=O)N1CCN(c2ccccn2)CC1)c1cccs1	.	2.1%	-18.8%
NC(=O)c1ccc(SCC(=O)OCC(=O)NCC2CCCCC2)c([N+](=O)[O-])c1	-2.5%	.	-12.5%
COCCCN(C(=O)C1CCC1)c1c(N)n(Cc2ccccc2)c(=O)[nH]c1=O	.	-0.5%	9.6%
Cc1cccc(C(=O)Nc2cccc3c2CCCC3)c1	6.3%	.	9.2µM*
Cc1ccccc1CSc1ccc(-c2cccs2)nn1	.	?	?
CCCCc1nc2ccccc2c(NC(=O)CN2CCCC2)c1CCC	-1.9%	-9.8%	-23.8%
Cc1cccc(N/N=C(\C#N)S(=O)(=O)C(C)(C)C)c1	2.5%	5.0%	?
Cc1cc(NC(=O)CSc2nnc(-c3cccc(Cl)c3)o2)no1	-2.6%	1.1%	16.4µM*
CCOC(=O)CC1COc2ccccc2N1C(=O)c1ccc(C)cc1 (configuration not stated)	3.5%	-2.1%	?
Cc1nnc(N/N=C\c2ccc(-c3ccccc3[N+](=O)[O-])o2)n1N	8.8%	6.8%	?
CCN1C(=O)[C@@H]2[C@@H](c3ccc(-c4ccc(OC)cc4)c(OC)c3)N3CCC[C@@]3(C(=O)OC)[C@@H]2C1=O	-8.8%	1.8%	?
CC1CCc2c(C(=O)NCC3CCCO3)csc2C1 (configuration not stated)	?	0.0%	-8.1%
CCc1ccc2c(c1)C1(SC(NC(C)=O)=NN1C(C)=O)C(=O)N2CC (configuration not stated)	-7.7%	-2.6%	-5.4%
COc1ccc(-c2nc(SCC(=O)N3CCCCC3C)n[nH]2)cc1 (configuration not stated)	.	2.7%	?
COc1ccc(N2CC(NC(=O)C(=O)c3c[nH]c4ccccc34)CC2=O)cc1 (configuration not stated)	.	5.2%	-27.4%
CNC(=O)c1sccc1SCc1c(Cl)cccc1Cl	4.7%	0.0%	?
O=C(Nc1ccccc1)OCCCc1ccccc1	?	-7.4%	-27.5%
Cc1nn(C(C)C(=O)O)c2ccccc12 (configuration not stated)	2.2%	-5.3%	1.0%
COc1ccc(-c2cc(C(=O)NNC(=O)c3csc(N4CCOCC4)n3)c3ccccc3n2)cc1	-1.9%	0.4%[0.505 µM]	?
COc1ccc(NC(=O)c2[nH]c(C)c(C(C)=O)c2C)cc1	-0.9%	5.8%	?
NC(=NC(=O)c1ccccc1)N1CCOCC1	-16.4%	-9.8%	-7.8%
COc1cc(C)c(NC(=O)COc2cccc3c2OC(C)(C)C3)cc1OC	.	0.0%	11.6µM*
CC(=O)N1CCC(=NNc2nc3ccccc3[nH]2)CC1	-4.4%	5.0%	-6.4%
Cc1ccc2onc(CC(=O)Nc3ccc(C(C)C)cc3)c2c1	.	9.1%	?
CCC(c1nnnn1CC1CCCO1)N(CCCO)Cc1cc2cccc(C)c2[nH]c1=O (configuration not stated)	-3.5%	5.3%	-19.8%
CCOP(=O)(OCC)C(NC(=O)Nc1cccc(Cl)c1)c1ccccc1 (configuration not stated)	-15.2%	2.6%	?
O=C(COc1ccc(/C=N/NS(=O)(=O)c2ccccc2)cc1)NCCc1ccccc1	6.6%	8.8%	?
Cn1c(=O)c2c(nc(NCCNC(=O)c3ccco3)n2Cc2ccccc2)n(C)c1=O	-0.1%	10.4%	?
O=c1/c(=C\c2ccc(O)cc2)sc2nc(-c3ccccc3)c(-c3ccccc3)n12	5.0%	.	?
COc1ccc(C(=O)NCc2ccco2)cc1S(=O)(=O)NC1CC1	.	0.4%[56.1 µM]	13.1%
CCC(=O)NNc1nc2c(F)cccc2s1	-15.6%	-5.5%	6.2%
Fc1ccccc1-n1[nH]nnc1=S	11.9%	-1.0%	?
COc1ccc(-n2c(C)nc3c(cnn3-c3ccc(C)c(C)c3)c2=O)cc1Cl	.	2.3%	?
CCc1ccc(NC(=O)CNC(=O)Cn2ccc3ccccc3c2=O)cc1	-2.1%	?	-11.3%
COc1ccc(N2C(=O)C3CCCN3C2c2ccccc2)cc1Cl (configuration not stated)	3.1%	2.0%	-4.3%
O=C(CSc1ccccc1)NNC(=O)c1ccccc1O	-14.2%	1.5%	?
COc1ccc2ccccc2c1CNC(=O)CC1C(=O)NCCN1CC(C)C (configuration not stated)	15.7%	.	?
